ALOX12 inh: Primary qHTS assay for inhibitors of human arachidonate 12S-lipoxygenase (ALOX12): Round 2; Polyunsaturated fatty acid lipoxygenase ALOX12 (Homo sapiens), P18054; AID 1671190, 2021; purified 12hLO, xylenol orange hydroperoxide absorbance; Potency, µM (highest dose often 108 µM), for the others: at the top dose activity change, negative = inhibition, most hits filed as inhibitors; actives 1.1% (n = 580,000); active = well fitted inhibition curve with a large enough effect; inconclusive = small, poorly fitted or top-dose-only effect, or another doubt; inactive = no such curve, though single readings can be large or run the other way
Target sequence (P18054 whole entry, looked up): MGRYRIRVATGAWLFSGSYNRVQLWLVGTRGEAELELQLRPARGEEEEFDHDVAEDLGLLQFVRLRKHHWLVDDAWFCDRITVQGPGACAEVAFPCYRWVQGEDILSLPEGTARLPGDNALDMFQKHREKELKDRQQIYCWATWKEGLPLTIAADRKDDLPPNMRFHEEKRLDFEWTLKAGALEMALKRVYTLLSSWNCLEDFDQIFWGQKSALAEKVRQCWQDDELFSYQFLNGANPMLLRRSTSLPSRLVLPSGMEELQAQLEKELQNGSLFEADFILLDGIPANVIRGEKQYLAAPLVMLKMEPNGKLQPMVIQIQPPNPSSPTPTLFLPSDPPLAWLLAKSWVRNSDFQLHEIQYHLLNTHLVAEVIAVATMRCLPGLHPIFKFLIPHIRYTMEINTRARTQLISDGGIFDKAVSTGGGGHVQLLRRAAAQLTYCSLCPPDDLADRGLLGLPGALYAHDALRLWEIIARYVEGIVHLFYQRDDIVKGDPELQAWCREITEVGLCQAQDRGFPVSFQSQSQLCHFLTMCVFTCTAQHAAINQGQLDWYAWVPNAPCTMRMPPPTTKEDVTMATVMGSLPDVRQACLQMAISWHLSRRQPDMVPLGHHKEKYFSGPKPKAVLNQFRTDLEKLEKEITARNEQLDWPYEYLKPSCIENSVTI
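Purified human 12hLO at 150 nM in 25 mM Hepes, 0.01% Triton X-100, pH 7.0, preincubated 15 min at room temperature with compound. Reaction started with 40 uM arachidonic acid, 30 min at room temperature. Hydroperoxide measured by Fe-xylenol orange, 573/405 nm absorbance ratio.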
Numbers without * were called inactive; u = inconclusive; [ ] = dose if it differs, or a comment. % is set by controls: 0 for no effect and ±100 for the full control effect; potency is the fitted concentration of half-maximal effect. Some of the compounds tested, so the mix of outcomes need not match the whole.

SMILES	ALOX12 inh
Cc1cc(F)ccc1NC(=O)C1CCCN(C(=O)Cc2cccc3ccccc23)C1 (stereo not drawn)	15.0%
O=C1CN(c2nc(-c3ccncc3)nc3ccccc23)CCN1	-5.3%
COc1cccc(CN2CCC3(CCC3OC)CC2)n1 (stereo not drawn)	30.5%[activator]
Cn1nc2n(c1=O)CCN(C(=O)c1ccc(OC(F)(F)F)cc1)CC2	56.9%[activator]
CNc1nnc(SCc2cc(C#N)ccc2F)s1	-20.3%
CCN1C(=O)C2(CCN(S(=O)(=O)c3ccc(CC(C)C)cc3)CC2)c2ccccc21	-0.8%
COc1ccccc1N1CCN(C[C@@H](O)COc2cccc3ccccc23)CC1	0.0%
Cc1ccncc1C(=O)N1CCCN(S(=O)(=O)c2ccccc2)CCC(=O)NCC1	53.6%[activator]
CCCCCCCNCCCCCCC	u
Cc1nc(C)c(C(=O)N2CCCCCNC(=O)[C@@H]3CCC[C@@H]32)s1	48.7%[activator]
CC1CCCC(NC(=O)c2ccc3c(Cl)c4c(nc3c2)CCC4)C1C (stereo not drawn)	-27.9%
Cn1cccc1C(=O)N1CCC(N2C[C@H](O)C[C@H]2C(=O)NC2CCCCC2)CC1	-3.7%
NS(=O)(=O)C1CCS(=O)(=O)C1 (stereo not drawn)	32.5%
CCCCc1nc(NCCN2CCOCC2)c(C#N)c2c1CCCC2	-23.8%
O=C(CCn1nc(-c2ccc(Cl)cc2)c2ccccc2c1=O)N1CCCC1	-2.1%
COc1ccc(CNC(=O)c2cc3c(s2)CCN(C(C)=O)C3)cc1	25.5%
CC(=Nc1ccc(Cl)cc1N)c1c(O)cc(C)oc1=O	35.5µM*
Clc1ccccc1-n1ncc2c(NC3CCCC3)ncnc21	-11.0%
CC1CCN(C(=O)C2CCN(C(=O)N3CC4CC(C3)[C@H]3CCCC(=O)N3C4)CC2)CC1 (stereo partly drawn)	28.6%
COc1cc2c(cc1/C=C(/C#N)c1ccccn1)OC(C)C2 (stereo not drawn)	u

Brought forward from above: 3 entries; new compounds follow.
SMILES	ALOX12 inh
Clc1ccccc1-n1ncc2c(NC3CCCC3)ncnc21	-11.0%
CC1CCN(C(=O)C2CCN(C(=O)N3CC4CC(C3)[C@H]3CCCC(=O)N3C4)CC2)CC1 (stereo partly drawn)	28.6%
COc1cc2c(cc1/C=C(/C#N)c1ccccn1)OC(C)C2 (stereo not drawn)	u
Fc1ccccc1-c1ccc(CNCC2CCNCC2)o1	-8.8%
O=C(CCc1ccccc1)N1CCC[C@H]1c1nc(-c2ccccc2)no1	-8.0%
CN1CCN(Cc2ccc(Nc3ncc(-c4cncnc4)c4c3OCC4)cc2)CC1	-0.1%[176 µM]
CC(OC(=O)c1cccc(S(=O)(=O)N2CCCCC2)c1)C(=O)N1CCc2ccccc21 (stereo not drawn)	6.8%
N#C/C(=C/c1cc(Br)ccc1OCc1ccccc1C#N)c1ccc(F)cc1	-2.4%
CN(C)CC(NC1CCC2(CCNCC2)CC1)c1ccccc1 (stereo not drawn)	48.5%[activator]
CCCOc1ccc(NC(=O)c2ccc(C)cc2)c2cccnc12	-15.6%
Cc1cccc(CNC(=O)c2cnn(-c3ncc4c(n3)-c3ccccc3CC4)c2C2CC2)n1	3.2%
O=C(NC1CCCC1)N1c2ccccc2CC1c1nc(C2CC2)no1 (stereo not drawn)	5.8%
CCCCNC(=O)C[C@@H]1C[C@@]2(C(=O)OC)CC(C)(C)CC=C2N(Cc2ccc3c(c2)OCO3)C1=O	-0.8%
COCc1nc(CCNC(=O)C2CC(=O)N(c3ccc(F)c(Cl)c3)C2)no1 (stereo not drawn)	42.0%[activator]
COc1cccc(CNC(=O)N[C@@H]2CN(Cc3ccncc3)C[C@H]2CN(C)C)c1	53.4%[activator]
COCCN(Cc1cc2ccccc2[nH]c1=O)C(=O)c1cc(OC)cc(OC)c1	4.0%
O=C(Cn1c(=O)c2c(n1Cc1ccccc1)CN(Cc1ccccc1)CC2)NCc1cccc(F)c1	4.9%
CN1C(=O)COC[C@@H]1[C@H](O)c1ccc(NC(=O)C2CCCCC2)cc1	106.1%[activator][176 µM]
CN(C)c1ccc(-c2nnc([C@H]3CCN(CC4CC4)C3)o2)cc1	24.4%[176 µM]
Cc1cccc(OCCc2noc(C3CCN(C(=O)C4CCCC4)C3)n2)c1 (stereo not drawn)	28.2%
Cc1ccc(-c2ccc(C(=O)NCCCn3ccnc3C(C)C)cn2)cc1C	38.8%[activator]
COCCCNC(=O)C(NC(=O)c1ccc(F)cc1)C1CCN(C(=O)C2CC2)CC1 (stereo not drawn)	47.4%
Cc1ccc(-c2nnc([C@H]3CCN(c4ncccn4)C3)o2)cc1	13.4%[176 µM]
Cc1ccc(-c2nc3ccc(C)cc3nc2-c2ccc(C)cc2)cc1	-21.0%
CCCCCCCCN1C(=O)[C@@H](CC(=O)NCC2CCCCC2)C[C@@]2(C(=O)OC)C1=C[C@H](C1CCCC1)O[C@@H]2C	-7.8%
CC(C)C[C@H](NC(=O)Nc1ccc(F)cc1)C(=O)O	u
c1ccc(-c2nnc3n2CCN(CC2CC2)C3)cc1	13.1%[12.5 µM]
O=C(O)CCC(=O)N1CCC2(CC1)CC(c1ccccc1)=NO2	9.8%[6.33 µM]
Cc1noc(-c2cn(C3CCN(C(=O)c4ccc5c(c4)OCO5)C3)nn2)n1 (stereo not drawn)	5.8%
CCNC(=O)CSc1nc(-c2ccccc2)c(-c2ccccc2)o1	u
O=C(c1ccncc1)N1CC2CCC(C1)N2Cc1ccc(-c2cccnc2)cc1	11.2%
Cc1cc(C(=O)NC2CC2)c2cc(Br)ccc2n1	u
Cc1ccc(F)cc1NC(=O)C(C)(C)c1ccccc1	-25.8%
Cn1c(=O)[nH]c(=O)c2c1nc(SCC(=O)Nc1ccccc1)n2CCCc1ccccc1	-9.3%
O=C(CCc1ccnc(N2CCCC2)c1)NCc1ccccc1Cl	93.3%[activator]
CN1C(=O)[C@@H]2C[C@@H](CN2C(=O)CCC(=O)O)Oc2ccccc21	u
O=C(Nc1cccc(Cl)c1)C1=NO[C@@H]2CN(Cc3cccnc3)C[C@H]12	11.7%[176 µM]
Cc1ccc(OCCNC(=O)c2cc3ccccc3n2C)cc1	-6.7%
COc1cc(C(=O)/C(=C/c2cccnc2)c2nc3ccccc3o2)cc(OC)c1OC	-1.9%
Cc1ccc(NC(=O)C(C#N)C(=O)CCC(C)C)c(C)c1 (stereo not drawn)	u
O=C(CN1CCCC1)N1CCN(S(=O)(=O)c2cccc(F)c2)CC1	18.5%
CCC1(C(=O)Nc2cccc(OC)c2)CCCCC(=O)N1 (stereo not drawn)	42.9%[activator]
O=C(O)CCCC1OC(CCCC(=O)O)OC(CCCC(=O)O)O1 (stereo not drawn)	u
CN(C)CCNC(=O)C(C)(C)Oc1nn(Cc2cccc(Cl)c2)c2ccccc12	u
Cc1nn(C)c(C)c1CC(=O)Nc1nc(C2CC2)cs1	8.0%
CN(CC(=O)Nc1ccc(F)c(F)c1)S(=O)(=O)Cc1ccc(C#N)cc1	-0.2%
COc1ccc(CN2C(=O)O[C@@H]3CN(Cc4nc[nH]c4C)C[C@@H]32)cc1OC	12.5%
O=C(CCc1ncc(-c2c(F)cccc2F)o1)N1CCN(S(=O)(=O)c2cc(F)ccc2F)CC1	15.8%
CCOC(=O)c1cn[nH]c1S(=O)(=O)N1CCCC1	u
CCOc1ccccc1C(=O)N1CCC2(CC1)N(C)C(=O)CS2(=O)=O	16.0%
N#CC(Cc1ccccc1CO)c1nc2ccccc2s1 (stereo not drawn)	u
COC(=O)c1cc(Br)cc(Br)c1O	-11.7%
COC1CCN(C(=O)c2ccnc(-c3nnc4ccc(Nc5ccccc5)nn34)c2)CC1	48.3%[activator][176 µM]

Next part:
SMILES	ALOX12 inh
CCOc1ccccc1NC(=O)N1C[C@H](Oc2ccccc2)C[C@@H]1C(=O)N1CCOCC1	1.3%
CN(C)S(=O)(=O)N1CCC2(CC1)CC(=O)N(C/C=C/c1ccccc1)C2	7.9%
CCCNC(=O)NC(C)(C)C(=O)O	-13.8%
CCNC(=O)N1CCc2cc(OC)c(OC)cc2C1CNC(=O)CC(C)C (stereo not drawn)	43.5%[activator]
Cc1noc(C)c1C(=O)N[C@@H]1CN(c2ccncn2)C[C@H]1CN(C)C	60.1%[activator]
CCOc1ccccc1CN(C)C(=O)CN1CC(c2ccccc2)CC1=O (stereo not drawn)	-22.6%
CC(C)OCCCNC(=O)c1cc(C2CC2)nc2onc(C3CCNCC3)c12	3.3%[6.33 µM]
CC(C)Oc1nc2ccccc2nc1N1CCC(C(=O)Nc2ccc(Cl)cc2)CC1	u
O=C(c1cc(F)ccc1Cl)N1CCN(c2cc(-c3ccccc3)[nH]n2)CC1	-1.6%
CCOC(=O)c1cc(C2(O)CCOC(C)(C)C2)on1 (stereo not drawn)	-10.3%

Grouped by structure: the compounds so far containing a COOH group
SMILES	ALOX12 inh
CC(C)C[C@H](NC(=O)Nc1ccc(F)cc1)C(=O)O	u
O=C(O)CCC(=O)N1CCC2(CC1)CC(c1ccccc1)=NO2	9.8%[6.33 µM]
CN1C(=O)[C@@H]2C[C@@H](CN2C(=O)CCC(=O)O)Oc2ccccc21	u
O=C(O)CCCC1OC(CCCC(=O)O)OC(CCCC(=O)O)O1 (stereo not drawn)	u
CCCNC(=O)NC(C)(C)C(=O)O	-13.8%

Other structures
SMILES	ALOX12 inh
CCc1noc(C)c1C(=O)Nc1sc2c(c1C#N)CCC(CC)C2 (stereo not drawn)	u
CN(C)c1ccc(CN2CCC3(CC(Cc4ccccc4)=NO3)C2)cc1 (stereo not drawn)	32.8%
CCc1ccccc1NC(=O)Nc1c(NC2CCCC2)c2ccccc2oc1=O	3.8%
O=C(COC(=O)c1ccccc1Br)Nc1nc(-c2ccccc2)cs1	u
O=C(O)COc1ccccc1CN1CC[C@H]2NCCC[C@]2(C(=O)O)C1	u
CNC(=O)CCn1ncc2cc(OCc3ccccc3-c3cncc(OC)c3)ccc21	-1.7%[176 µM]
CN(c1ccccc1)c1ccc2nnc(-c3cc(C(=O)NCCc4ccccc4)ccn3)n2n1	0.2%
CC(C)CC(=O)Nc1ccc2oc(-c3ccc(Cl)cc3)nc2c1	8.8%
COCCNC(=O)c1cc(C2CC2)nc2onc(C3CCNC3)c12 (stereo not drawn)	7.5%[6.33 µM]
CC(C)OC(=O)NCCOC(N)=O	12.6%
O[C@@H]1C[C@@H](c2nc(-c3ccccc3)no2)N(Cc2ccc(F)cc2)C1	-18.1%[176 µM]
CCOC(=O)C1CCN(C(=O)c2ccc3c(c2)N(CC)C2CCCCCN2C3=O)CC1 (stereo not drawn)	27.1%
Cc1nccn1CC(=O)NCC1CCN(c2cc(-c3ccc(F)cc3)[nH]n2)CC1	70.2%[activator]
Cc1ccc(-c2noc([C@@H]3Cc4nc[nH]c4CN3C(=O)CCCC(=O)O)n2)cc1	-0.6%[176 µM]
O=C(c1ccncc1)N1CCC2(CC1)CN(c1ncccn1)C2	-5.2%[57.4 µM]
CCC(C)NC(=O)C1COC2(CCN(C(=O)CC(C)C)CC2)N1C(=O)c1cccc(OC)c1 (stereo not drawn)	30.7%
O=C(Nc1ccccc1)[C@H]1O[C@H](CCN2CCN(c3ccccn3)CC2)CC[C@@H]1O	7.1%[176 µM]
CCOC(=O)c1cc(-c2ccccn2)nc2c1c(C)nn2-c1ccc(C)cc1	-1.9%
Fc1ccccc1CN1CCOC[C@H](Oc2cnccn2)C1	31.2%[activator][176 µM]
CC1=C(C(=O)NC2CC(=O)N(Cc3cccc4ccccc34)C2)OCCO1 (stereo not drawn)	27.9%
OC[C@]1(O)OC[C@@H](O)[C@H](O)[C@@H]1O	0.7%[22.9 µM]
Cc1cn2nc(C(=O)Nc3ccccc3C)cc2c(N(C)Cc2ccccc2)n1	16.4%
CC(=O)Nc1ccc(S(=O)(=O)NCC2CCN(C(=O)C(=O)c3cc4ccccc4o3)CC2)cc1	-0.4%
CCC(=O)N1CCN(C2CCN(Cc3ccccn3)C2=O)CC1 (stereo not drawn)	55.1%[activator]
CCC(CC)C(=O)Nc1cccc2c1CCCC2	19.2%
COc1cc(C(=O)Nc2c(NCC3CCCCC3)c3ccccc3oc2=O)cc(OC)c1OC	-7.3%
Cc1ccc(NC(=O)c2sc3nc(-c4ccc(C)cc4)ccc3c2N)cc1	16.2%
CN(C)C(=O)CN1CCCC1c1ccc2c(c1)OCCO2 (stereo not drawn)	-42.9%
O=C(c1ccncn1)N1C[C@@H](COCC2CC2)[C@H](c2ccncc2)C1	3.1%
Cn1ccnc1Sc1nc2c(c(=O)n(C)c(=O)n2C)n1Cc1c(Cl)cccc1Cl	-0.7%
Cc1noc(C)c1[S+](=O)([O-])N1CCc2nc(C(C)C)nc(-c3ccc(Cl)cc3)c2CC1	8.0%[6.33 µM]
Cc1ccccc1Nc1nc(CSc2nnc3n2CCCCC3)cs1	u
CCOc1ccccc1-c1nc(C2CC(=O)N(c3ccc(C)cc3)C2)no1 (stereo not drawn)	29.5%
O=C(CC1CCCC1)NCCC1CCN(C(=O)NC2CCCCC2)CC1	-1.2%
COc1ccc(NC(=O)c2c(OC)cc(=O)n3c2CCCC3)c(OC)c1	56.6%[activator]
CC1Sc2ccc(C(=O)OCC(N)=O)cc2NC1=O (stereo not drawn)	-24.0%
CCC(NC(=O)c1ccc(N(C)C)cc1)c1ccc(C)cc1 (stereo not drawn)	-25.4%
CN(C)c1ccc2ncc(Nc3cc(F)cc(N4CCOCC4)c3)n2n1	35.0%[activator][176 µM]
Cc1cnc(C(=O)NC(c2ccccc2)c2ccccn2)cn1 (stereo not drawn)	18.4%
CCc1nc2c(c(-c3ccc(Cl)cc3)n1)CN(C(=O)c1ccccc1)CC2	u
Cc1nonc1CN(C)C(=O)CC(c1ccccc1)c1cccc(Cl)c1 (stereo not drawn)	26.7%
